Screening results (PubChem)
CHT inh: inhibitors of human choline transporter CHT | CHT-expressing cells, membrane potential dye, choline response; hits give low values | B-score at 10 µM | 310,000 compounds, 0.86% hits | AID 488975;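 active = B-score over 3 SD under the library average, and starting fluorescence ratio not unusually high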;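 also: choline stimulus applied at its EC90 after an EC20 pre-addition; B-score computed on integrated fluorescence ratio after choline addition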
Target sequence (Q9GZV3 whole entry, looked up): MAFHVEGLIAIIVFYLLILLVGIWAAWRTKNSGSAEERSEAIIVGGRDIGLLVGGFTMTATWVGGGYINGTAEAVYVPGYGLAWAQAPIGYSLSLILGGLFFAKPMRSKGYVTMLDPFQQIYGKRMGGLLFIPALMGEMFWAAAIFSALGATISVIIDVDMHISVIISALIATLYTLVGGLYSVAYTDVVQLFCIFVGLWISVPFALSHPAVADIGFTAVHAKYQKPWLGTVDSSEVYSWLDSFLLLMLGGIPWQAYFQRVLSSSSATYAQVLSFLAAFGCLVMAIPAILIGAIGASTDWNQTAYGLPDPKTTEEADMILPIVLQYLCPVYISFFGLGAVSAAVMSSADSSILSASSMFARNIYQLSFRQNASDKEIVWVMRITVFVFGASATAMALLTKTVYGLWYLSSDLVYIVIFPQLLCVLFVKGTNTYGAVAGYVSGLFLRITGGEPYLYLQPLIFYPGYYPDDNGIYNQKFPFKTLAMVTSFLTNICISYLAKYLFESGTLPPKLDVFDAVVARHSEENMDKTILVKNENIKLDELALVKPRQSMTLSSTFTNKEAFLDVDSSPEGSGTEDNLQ
CHT allo act: allosteric activators of human choline transporter CHT. CHT-expressing cells, membrane potential dye, choline EC20; hits give high values; LV-AA mutant CHT in HEK293 cells. B-score at 10 µM. 310,000 compounds, 0.49% hits. AID 488977;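 active = initial fluorescence not abnormally high and integrated response B-score, plate-corrected, over 3 SD above library mean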
Calls only; i = inactive. Random draw from the library. About 1.5% of those tested had a hit in this group.

structure,CHT inh,CHT allo act
Cc1c(Br)c(C(F)(F)F)nn1CC(=O)NCCN1CCOCC1,i,i
O=C(O)C1CCCN(S(=O)(=O)c2ccc(Cl)s2)C1 (stereo unspecified),i,i
CCOC(=O)C1(CC2CC2)CCN(C(=O)c2cccnc2C)CC1,i,i
CN(C)C(CNC(=O)c1ccc(S(=O)(=O)Nc2ccccc2F)cc1)c1ccccc1 (stereo unspecified),i,i
CC(C)Nc1ccc(Nc2ccnc3cc4ccccc4cc23)cc1,i,i
CC(C)Cn1cnc2c(c(-c3ccccc3)c(-c3ccccc3)n2Cc2ccco2)c1=N,i,i
COc1ccccc1CN1CC(C(=O)NCc2cccc(Cl)c2)CCC1=O (stereo unspecified),i,i
CC(=O)c1ccc(NC(=O)CN2CCOCC2)cc1,i,i
Cc1sc(-c2cccnc2)nc1OC(=O)C1CC1,i,i
CN(C)S(=O)(=O)N1CCN(c2ccc([N+](=O)[O-])c(NC3CC3)c2)CC1,i,i
Cc1ccc2c(c1)c1nnc(SCC(=O)Nc3cccc(Cl)c3C)nc1n2CC(=O)O,i,i
O=C(NCCCn1ccnc1)/C(=C/c1ccco1)NC(=O)c1ccccc1,i,i
CN(C)c1ccc(C(=S)Nc2ccccc2)cc1,i,i
CCC(C)(C)n1nnnc1C(c1ccccc1F)N1CCC(C(N)=O)CC1 (stereo unspecified),i,i
NS(=O)(=O)c1ccc(NCC2COc3ccccc3O2)c([N+](=O)[O-])c1 (stereo unspecified),i,i
CN(NC(=O)c1ccccc1F)c1nc(C(F)(F)F)nc2ccccc12,i,i
COC(=O)c1ccc(NC(=O)CCNS(=O)(=O)c2cccc3nonc23)cc1,i,i
Cc1ccc(C(O)P(=O)(OCc2ccccc2)c2ccc(N(C)C)cc2)cc1 (stereo unspecified),i,i
O=[N+]([O-])c1cc2c(cc1[N+](=O)[O-])OCCOCCOCCOCCO2,i,i
CN(C)c1ccc(NC(=O)c2cccc(N3C(=O)CCC3=O)c2)cc1,i,i
CCN(CC)CCn1c(=S)[nH]c2ccc(Cl)cc2c1=O,i,i
COC(=O)c1ccc2nc(NC(=O)C(C)C)sc2c1,i,i
CCOc1cc(/C=N/O)ccc1OCC(=O)Nc1cccc(C)c1,i,i
CCN(Cc1ccccc1)C(=O)c1ccc(CNS(=O)(=O)c2ccc(C)cc2)cc1,i,i
Cc1cc(NC(=O)CCC(=O)N(Cc2ccco2)C2(C(=O)NC3CCCCC3)CCCCC2)no1,i,i
O=C(NCC1CCCO1)c1ccc(COCC(F)(F)C(F)F)cc1 (stereo unspecified),i,i
Cc1cc(C(=O)CSc2nncs2)c(C)n1Cc1ccco1,i,i
Cc1cc(SCC(=O)N/N=C/c2ccc(O)c(O)c2)c(C)cc1Br,i,i
COCc1ccc(CN2CCCCC2C(=O)Nc2ccc(Oc3ccccc3)nc2)o1 (stereo unspecified),i,i
Cc1nnc(Nc2ccc(Cl)cc2)s1,i,i
CCCc1ccc(-c2cc(NC(=O)CSc3n[nH]c(N)n3)n(-c3ccccc3)n2)cc1,i,i
O=C1CN2C(=Nc3ccc(Cl)cc3C2c2ccccc2)CN1 (stereo unspecified),i,i
CC(=O)Nc1ccccc1C(=O)C(=O)Nc1ccc(F)cc1,i,i
COc1ccccc1C1N(c2cc(Cl)ccc2OC)C(=O)C2CCCN21 (stereo unspecified),i,i
O=c1c2ccccc2oc2nc(C3CCCCC3)n(Cc3ccco3)c(=O)c12,i,i
CC1(C)CC2(CC(C)(C(=O)CSc3nc4ccccc4s3)OC2=O)C(=O)O1 (stereo unspecified),i,i
CCc1ccc(CN/C=C/C(=O)c2ccc(Br)cc2)cc1,i,i
COc1cccc(/C=N/NC(=O)c2cc3c(OC)cccc3[nH]2)c1OC,i,i
COc1ccc2[nH]c3c(NCCN4CCCCC4)ncnc3c2c1,i,i
COc1ccc(CN(C(=O)CN2C(=O)COc3ccccc32)C2CCCC2)c(OC)c1,i,i
CC1(C)c2ccccc2N2CC(=O)NC21/C=C/c1ccco1 (stereo unspecified),i,i
N#Cc1nc(COc2ccccc2Cl)oc1NCc1ccco1,i,i
O=C1N/C(=C/c2ccc(N3CCOCC3)cc2)C(=O)N1Cc1ccc(F)cc1,i,i
CC1CCN(C(=S)NC(=O)c2ccco2)CC1,i,i
C#CCOc1c(Br)cc(/C=C2/C(=O)ON=C2C)cc1OCC,i,i
C(=N\c1nccs1)/c1cccnc1,i,i
Cc1ccc(-n2c(SCC(=O)Nc3ccc4cn[nH]c4c3)nnc2-c2ccco2)cc1,i,i
CC(CC(F)(F)F)N1CCC(n2nccc2NC(=O)CCCc2ccccc2)CC1 (stereo unspecified),i,i
NNC(=O)c1nc(-c2cccc(-n3cccc3)c2)no1,i,i
N#C/C(=C\c1cc([N+](=O)[O-])c(N2CCCCC2)cc1N1CCCCC1)c1nn(-c2ccccc2)c(N)c1C#N,i,i

(list continues)
structure,CHT inh,CHT allo act
O=C(CN1C(=O)C2C3C=CC(C3)C2C1=O)Nc1ccc(C(=O)O)cc1 (stereo unspecified),i,i
COCC1CCN(C(=O)c2cc(COc3ccc4c(c3)CCCC4)on2)C1 (stereo unspecified),i,i
Cc1cc(C)c(NC(=S)NCCCSC2CCCCC2)c(C)c1,i,i
CC(C(=O)NC1CCCCC1)N(Cc1ccccc1)C(=O)c1snc(C(N)=O)c1N (stereo unspecified),i,i
CCOC(=O)C1=C(C)Nc2ccccc2N=C1NC(=O)c1cccc(S(=O)(=O)NCc2ccccc2)c1,i,i
COCc1cc(C)nc(SCC(=O)Nc2ccccc2N2CCOCC2)c1C#N,i,i
CCCC(=O)OCC(=O)NCc1ccc(Cl)cc1,i,i
COc1ccc(CC(=O)c2ccccc2C(=O)O)cc1,i,i
CCN(CC)C(=O)c1[nH]cnc1C(=O)Nc1ccc(OC)cc1,i,i
CSc1oc(-c2ccco2)nc1S(=O)(=O)c1ccc(C)cc1,i,i

New compounds follow.
Molecule | CHT inh | CHT allo act
CSc1nsc(SCCN2C(=O)c3ccccc3C2=O)n1 | i | i
COc1cc(OC)cc(C(=O)N[C@H](C(=O)Nc2cccc(S(=O)(=O)N3CCCC3)c2)C(C)C)c1 | i | i
C/C(CC(=O)Nc1ccc(N(C)C)cc1)=N\NC(=O)c1ccccc1F | i | i
Cc1ccccc1NC(=O)c1cccc2nccnc12 | i | i
O=C(CN(Cc1cccs1)C(=O)CNS(=O)(=O)c1ccc(Cl)cc1)NCC1CCCO1 (stereo unspecified) | i | i
O=C(O)CSc1nc2c(c(C(F)(F)F)n1)CCc1ccccc1-2 | i | i
CCNc1ccccc1C(=O)O | i | i
CC1CCCN(C(=O)c2cccc(S(=O)(=O)Nc3cc(C(F)(F)F)ccc3Cl)c2)C1 (stereo unspecified) | i | i
O=C(C1=C(O)C(=O)N(CCN2CCOCC2)C1c1cccc(Br)c1)c1cc2ccccc2o1 (stereo unspecified) | i | i
Cc1n[nH]c(=O)n1-c1ccc(C(C)(C)C)cc1 | i | i
CC(/C=N/NC(=O)c1cccnc1)=C\c1ccco1 | i | i
O=C(O)CC(C(=O)Nc1ccc(Cl)cc1)N1CCCCCC1 (stereo unspecified) | i | i
COc1ccc(S(=O)(=O)N(CC(=O)NCC2CCCO2)c2ccc(Cl)cc2)cc1 (stereo unspecified) | i | i
COc1ccc(/C=C2\CCc3ccccc3C2=O)cc1Cn1nc(C)cc1C | i | i
Cn1c(SCC(=O)NC(=O)c2cccc([N+](=O)[O-])c2)nnc1-c1ccc(F)cc1 | i | i
CC(=O)N1CCN(c2ccc(NC(=O)c3ccc([N+](=O)[O-])o3)cc2Cl)CC1 | i | i
C[C@@H](CN1C2=NC[C@H](C)N2C[C@H]1Cc1ccc(O)cc1)NC(=O)CCC1CCCCC1 | i | i
COc1cc(CNCc2cccs2)ccc1OCC(N)=O | i | i
O=C(CC1C(=O)NCCN1Cc1c(F)cccc1Cl)NCCC1=CCCCC1 (stereo unspecified) | i | i
O=C(Nc1ccc(Cl)cc1)NC1CCCCNC1=O (stereo unspecified) | i | i
C=CCn1c(C)cc(C(=O)COc2nncc3ccccc23)c1C | i | i
COc1ccc(OCCNc2cc(Cl)ccc2[N+](=O)[O-])cc1 | i | i
COc1ccc(-c2nc(N3CCN(C)CC3)sc2-c2ccc(OC)cc2)cc1 | i | i
C/C(=N\NC(=O)C(C)n1nc(C)c([N+](=O)[O-])c1C)c1ccccc1O (stereo unspecified) | i | i
COc1ccc(C)cc1NC(=O)c1nnn(Cc2cccc(F)c2)c1N | i | i
Cc1cc(C)n(C(=O)c2ccc(C)c(Br)c2)n1 | i | i
Cc1c(C(=O)NCCN2CCCC(O)C2)oc2c(F)cccc12 (stereo unspecified) | i | i
Nc1ccc(C(=O)Nc2nc3ccccc3s2)cc1 | i | i
CC1CCN(c2ccc(-c3ccc(NC(=O)C(F)(F)F)cc3)nn2)CC1 | i | i
Cc1ccc(S(=O)(=O)N2CCN(C(=O)CC(C)(C)C)CC2)cc1 | i | i

Retrieved by compound from the entries so far:
Molecule | CHT inh | CHT allo act
COc1ccc(-c2nc(N3CCN(C)CC3)sc2-c2ccc(OC)cc2)cc1 | i | i
Nc1ccc(C(=O)Nc2nc3ccccc3s2)cc1 | i | i
Cc1cc(C)n(C(=O)c2ccc(C)c(Br)c2)n1 | i | i
COc1ccc(C)cc1NC(=O)c1nnn(Cc2cccc(F)c2)c1N | i | i
COc1cc(CNCc2cccs2)ccc1OCC(N)=O | i | i
CC1CCN(c2ccc(-c3ccc(NC(=O)C(F)(F)F)cc3)nn2)CC1 | i | i
O=C(Nc1ccc(Cl)cc1)NC1CCCCNC1=O (stereo unspecified) | i | i

(list continues)
Molecule | CHT inh | CHT allo act
CCN1CCN(C(=O)c2ccc(CN(c3ccccc3)S(=O)(=O)c3ccccc3)cc2)CC1 | i | i
COc1cc(C2c3cc4c(cc3C(OC3OC5COC(c6cccs6)OC5C(O)C3O)C3COC(=O)C23)OCO4)cc(OC)c1O (stereo unspecified) | i | i
CCN(CC(=O)NC1CCS(=O)(=O)C1)S(=O)(=O)c1ccc(Cl)cc1C(F)(F)F (stereo unspecified) | i | i
CC(C)OC(=O)c1ccc(NC(=O)Cn2c(-c3nonc3N)nc3ccccc32)cc1 | i | i
CC(C)N(CC(N)=O)c1ncnc2sc(-c3ccccc3)cc12 | i | i
CC(C)(C)c1csc(N/N=C/c2ccc(O)cc2)n1 | i | i
CC(=O)Nc1ccc(NC(=O)C2c3ccccc3Oc3ccccc32)cc1 | i | i
CCCNC(=O)OC[C@H]1O[C@H](CCO/N=C/[C@@H](OC)[C@H](C)/C=C/CC(=O)OC)C=C[C@@H]1Oc1ccc(OC)cc1 | i | i
C/C(=N\NC(=O)c1nnn(-c2nonc2N)c1CSc1ccc(Cl)cc1)c1cccnc1 | i | i
CC(=O)N1CCN(CC(=O)c2ccc(Br)cc2)CC1 | i | i
Cc1cc(C)c(OCC(=O)NCC2CCCO2)c(C)c1 (stereo unspecified) | i | i
Cn1c2c(c(=O)n(C)c1=O)C(c1ccc(O)cc1)Nc1ccccc1O2 (stereo unspecified) | i | i
CCc1sc(C(=O)Nc2ccc(F)cc2C)cc1C | i | i
Oc1ccc(/C=N\Nc2cc(N3CCOCC3)nc(N3CCOCC3)n2)c(O)c1 | i | i
COc1ccc(OCCOCCN2CCc3ccccc3C2)cc1 | i | i

Sorted by length of the SMILES (high to low): part of the list above
Molecule | CHT inh | CHT allo act
COc1ccc(S(=O)(=O)N(CC(=O)NCC2CCCO2)c2ccc(Cl)cc2)cc1 (stereo unspecified) | i | i
CCN(CC)C(=O)c1[nH]cnc1C(=O)Nc1ccc(OC)cc1 | i | i
CC(C)Nc1ccc(Nc2ccnc3cc4ccccc4cc23)cc1 | i | i

More compounds:
Molecule | CHT inh | CHT allo act
COc1ccc(Cl)cc1NC(=O)CN1c2ccccc2CC1C (stereo unspecified) | i | i
O=c1nc(-c2ccccc2)c(-c2ccccc2)n[nH]1 | i | i
CCOC(=O)c1c(S(=O)(=O)Nc2ccc(C)cn2)c(C)n(C)c1C | i | i
Cc1ccc2[nH]c(=O)c(CN(CC3COCCO3)C(=O)Nc3ccccc3F)cc2c1 (stereo unspecified) | i | i
COc1cccc(OCCNC(=O)Nc2cc(F)c(F)cc2Cl)c1 | i | i
CC1CC(C)(C)NC(=S)N1CCC(=O)N1CCN(c2ccccc2)CC1 (stereo unspecified) | i | i
O=[N+]([O-])c1cc(Cl)cc(/C=N\Nc2ccccn2)c1O | i | i
NC(=O)CN1CCN(c2nc(-c3ccc(F)cc3)cs2)CC1 | i | i
CCN(C(=O)COC(=O)C(Cc1ccccc1)N1C(=O)c2ccccc2C1=O)C1CCS(=O)(=O)C1 (stereo unspecified) | i | i
COc1ccc(-c2cc(C(F)(F)F)nc(N)n2)cc1 | i | i
CC(=O)Nc1ccc(C2=NN(c3ccccc3)C(c3ccccc3)C2)cc1 (stereo unspecified) | i | i
O=C(OCCN=C1NS(=O)(=O)c2ccccc21)C1CC(=O)N(c2ccc3ccccc3c2)C1 (stereo unspecified) | i | i
CCNc1nc(SC(C)C(=O)OC)nc(N2CCOCC2)n1 (stereo unspecified) | i | i
Cc1ccc(SC(=O)COc2ccc(C)c(C)c2)cc1 | i | i
CCN(CC)c1ccc(/C=N/N2C(C)CCCC2C)c(O)c1 (stereo unspecified) | i | i
N#CCC(=O)N/N=C/c1ccc(SCC(=O)Nc2ccccc2)o1 | i | i
COc1cc(/C=N/NC(=O)c2cccc(NC(=O)c3ccccc3C)c2)ccc1O | i | i
COc1cccc(NC(=O)C2CCOC2=O)c1 (stereo unspecified) | i | i
CCOc1ccccc1CNC(=O)Cn1c(=O)oc2ccccc21 | i | i
O=C1[C@@H]2Cc3c([nH]c4ccccc34)C(c3ccccc3)N2C(=O)CN1C1CC1 (stereo partly specified) | i | i
